Source: PubChem BioAssay (several laboratories)
LRH-1 inv ag: inverse agonists of human LRH-1 (NR5A2); O00482; actives 0.13% (n = 360,000); AID 602396; HEK293T StAR-luciferase reporter, LRH-1 transfected, 24 h; inhibition, % at 3.6 µM;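 active = inhibition above the mean inhibition of all tested compounds plus 3 SD, cut at about 73% in these data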;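 also: 0% = DMSO wells and 100% = reporter-only cells lacking LRH-1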
TROY NFkB inh: inhibitors of TROY-dependent NF-kB signaling; Q293 LMP1-TROYcd NF-kB luciferase reporter, 4 h; inhibition, % at 10 µM; actives 0.98% (n = 360,000);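 active = compounds whose plate-normalised and pattern-corrected inhibition of the luciferase reporter signal at the single screening dose is 50% or more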
EBV LMP1 NFkB: reduces LMP1-driven NF-kappaB luciferase signal. LMP1-induced NF-kappaB luciferase reporter cells, luminescence. inhibition, % at 12.5 µM. actives 0.69% (n = 350,000); in the data active = inhibition above about 41%;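 also: 0% = neutral control wells and 100% = reference inhibitor control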
NOD2-RIPK2 inh: NOD2-RIPK2 protein interaction inhibition; O43353; CHO BLA complementation NOD2-RIPK2, CCF4 ratio; inhibition, % at 4.98 µM; actives 0.38% (n = 360,000); AID 624267; in the data active = inhibition above about 21%;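 also: 0% = vehicle only and 100% = reference blocker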
TWEAK-Fn14 inh: blocks TWEAK-Fn14 interaction in a reporter cell assay | TWEAK-stimulated Fn14 reporter cells, luciferase luminescence, 8 h | actives 2% (n = 360,000) | inhibition, % at 10 µM; in the data active = inhibition above about 50%
TRAIL sens C8: caspase-8 TRAIL sensitization; AID 624354; inhibition (viability loss, TRAIL sensitization), % at 10 µM; NB7+C8 cells + TRAIL, ATPlite viability luminescence; actives 1% (n = 360,000);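 active = compounds causing at least 50% loss of cell viability in the single-dose screen, relative to plate controls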
SRC1 inh: human NCOA1 inhibition. HEK293 GAL4-SRC1 luciferase reporter, luminescence. Q15788. actives 0.12% (n = 360,000). inhibition, % at 3.6 µM. AID 588354;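 active = inhibition above the campaign mean plus 3 SD, with each screening campaign given its own cutoff, cut at about 60% in these data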;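 also: 0% = DMSO treated cells and 100% = gossypol at 36 µM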
NCOA3 inh: human NCOA3 inhibition | actives 0.17% (n = 360,000) | Q9Y6Q9 | inhibition, % at 3.6 µM | HEK293 GAL4-SRC3 luciferase reporter, luminescence;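 active = inhibition above a per-campaign cutoff, the mean of all compounds plus 3 SD, cut at about 60% in these data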;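 also: 0% = DMSO-treated cells and 100% = gossypol-treated cells at 36 µM; higher means less SRC3-driven luciferase light from the GAL4 reporter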
Target sequence (Q9Y6Q9 whole entry, looked up, the tested form may be a part): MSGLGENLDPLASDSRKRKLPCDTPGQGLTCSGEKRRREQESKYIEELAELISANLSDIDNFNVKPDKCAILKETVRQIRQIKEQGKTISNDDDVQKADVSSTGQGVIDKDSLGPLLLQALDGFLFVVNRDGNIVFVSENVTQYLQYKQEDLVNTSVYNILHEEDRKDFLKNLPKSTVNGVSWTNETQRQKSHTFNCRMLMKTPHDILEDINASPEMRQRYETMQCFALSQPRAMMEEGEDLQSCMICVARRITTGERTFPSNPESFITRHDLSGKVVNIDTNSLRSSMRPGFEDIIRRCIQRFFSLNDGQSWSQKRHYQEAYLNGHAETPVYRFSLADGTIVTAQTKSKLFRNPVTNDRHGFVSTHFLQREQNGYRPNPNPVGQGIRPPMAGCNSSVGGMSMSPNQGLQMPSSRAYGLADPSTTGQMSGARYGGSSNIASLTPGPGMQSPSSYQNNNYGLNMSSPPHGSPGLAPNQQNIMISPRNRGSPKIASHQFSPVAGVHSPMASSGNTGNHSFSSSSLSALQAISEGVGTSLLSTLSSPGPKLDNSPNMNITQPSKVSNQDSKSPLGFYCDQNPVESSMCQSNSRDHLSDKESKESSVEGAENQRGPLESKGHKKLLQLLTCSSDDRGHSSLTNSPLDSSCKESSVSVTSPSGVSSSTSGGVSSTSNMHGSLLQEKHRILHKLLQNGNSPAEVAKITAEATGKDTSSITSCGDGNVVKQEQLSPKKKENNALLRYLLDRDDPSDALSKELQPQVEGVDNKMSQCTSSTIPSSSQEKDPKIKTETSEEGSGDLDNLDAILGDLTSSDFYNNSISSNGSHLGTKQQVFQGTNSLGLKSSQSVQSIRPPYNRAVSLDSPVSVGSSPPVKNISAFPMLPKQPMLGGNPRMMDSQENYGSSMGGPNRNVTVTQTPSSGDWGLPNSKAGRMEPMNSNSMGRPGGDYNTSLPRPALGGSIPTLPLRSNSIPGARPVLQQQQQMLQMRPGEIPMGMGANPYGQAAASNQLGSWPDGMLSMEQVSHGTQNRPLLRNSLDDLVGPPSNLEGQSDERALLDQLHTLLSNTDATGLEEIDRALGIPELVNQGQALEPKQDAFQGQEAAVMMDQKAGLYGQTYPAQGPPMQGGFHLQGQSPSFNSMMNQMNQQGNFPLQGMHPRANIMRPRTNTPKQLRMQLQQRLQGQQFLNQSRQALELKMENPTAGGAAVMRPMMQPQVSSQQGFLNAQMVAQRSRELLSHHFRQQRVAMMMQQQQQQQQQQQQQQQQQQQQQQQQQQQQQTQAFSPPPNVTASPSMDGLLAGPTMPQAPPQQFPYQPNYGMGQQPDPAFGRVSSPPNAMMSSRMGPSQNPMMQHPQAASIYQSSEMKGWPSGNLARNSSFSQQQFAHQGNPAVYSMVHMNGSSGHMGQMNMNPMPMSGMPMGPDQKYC
COUP-TFII inh: inhibitors of human COUP-TFII (NR2F2) | P24468 | HEK293T NGFI-A luciferase reporter, luminescence | inhibition, % at 8.6 µM | actives 0.7% (n = 370,000) | AID 686940;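 active = inhibition above a per-plate cutoff, mean inhibition of test wells between control levels plus 3 SD, cut at about 38% in these data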;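 also: cells cotransfected with COUP-TFII expression vector driving the NGFI-A reporter; 0% = median of COUP-TF2 test wells and 100% = reporter-only cells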
SRC2 inh: human SRC2 (NCOA2) inhibition; HEK293 GAL4-SRC2 luciferase reporter, luminescence; inhibition, % at 9 µM; actives 0.17% (n = 370,000);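 active = inhibition above the mean inhibition of all tested compounds plus 3 SD, set per campaign, cut at about 52% in these data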;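 also: 0% = DMSO treated cells and 100% = cells given Gossypol at 36 µM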
TLR9-MyD88 inh: TLR9-MyD88 interaction inhibition. Q9NR96+Q99836. CHO BLA complementation TLR9-MyD88, CCF4 FRET ratio. inhibition, % at 4.98 µM. actives 0.21% (n = 340,000). AID 504734;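 active = inhibition above the mean over all tested compounds plus 3 SD, cut at about 21% in these data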;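 also: 0% = DMSO only wells and 100% = clavulanate BLA inhibitor control wells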
Starred values were filed as active, the others as inactive; x = not tested or not shown.

SMILES | LRH-1 inv ag | TROY NFkB inh | EBV LMP1 NFkB | NOD2-RIPK2 inh | TWEAK-Fn14 inh | TRAIL sens C8 | SRC1 inh | NCOA3 inh | COUP-TFII inh | SRC2 inh | TLR9-MyD88 inh
CCCC(=O)NC1CCCc2c1cnn2-c1ccc(C)c(C)c1 (configuration not stated) | -10.3 | -7.2 | -2.9 | -6.7 | -20.6 | -6.2 | -13.3 | -24.1 | -5.1 | -4.6 | -0.5
CC(=O)NC(=S)Nc1ccc(S(=O)(=O)N(C)Cc2ccccc2)cc1 | 11.1 | 11.2 | -21.3 | 1.6 | 10.8 | 6.7 | -22.8 | 16.0 | 8.6 | 13.6 | -0.1
O=C(CSc1nc2[nH]ncc2c(=O)[nH]1)Nc1ccccc1C(F)(F)F | 8.2 | -5.8 | -1.9 | -11.0 | 3.3 | 2.3 | -4.5 | 3.6 | -4.5 | -29.6 | -1.1
O=C(O)CCn1ccnc1-c1ccccc1 | -7.8 | 9.8 | -1.5 | -2.3 | -9.7 | -0.2 | -2.1 | 16.9 | 2.8 | -10.3 | -3.6
CC(=O)c1cccc(NC(=O)c2ccc(NS(C)(=O)=O)cc2)c1 | 8.5 | -11.5 | -28.9 | -1.3 | -0.8 | -7.8 | -5.8 | -13.2 | -16.8 | -12.5 | -10.6
Nc1[nH]c(C(=O)c2ccccc2)c(-c2ccncc2)c1C(=O)NC1CC1 | 7.2 | -17.4 | x | -5.6 | -6.5 | -8.9 | x | x | -2.3 | -16.6 | x
O=C(NCc1ccc2c(c1)OCO2)c1cccc(Cl)c1 | -19.8 | -14.9 | 21.4 | 1.5 | -22.3 | -1.9 | -18.6 | -28.5 | -10.6 | -13.1 | 1.2
O=C(Nc1cc(F)cc(F)c1)c1ccc(NCCCN2CCCCCC2)c([N+](=O)[O-])c1 | 10.4 | -2.2 | -7.8 | -5.2 | -7.3 | -2.3 | 5.2 | 21.6 | 6.3 | 10.0 | -1.7
CCCc1nnc(N2C(=O)c3cccc4cccc(c34)C2=O)s1 | 13.9 | -45.3 | 4.6 | 1.6 | -16.6 | 2.0 | -2.4 | -19.0 | -31.6 | -28.5 | -2.7
CCNC(=S)N1CCC(C(=O)c2ccc(Cl)cc2)CC1 | -13.6 | -3.2 | -13.7 | -21.9 | -1.8 | -1.8 | -9.8 | -1.0 | -6.7 | 0.6 | 5.7

Rewritten as a markdown table: entries from further up.
| structure | LRH-1 inv ag | TROY NFkB inh | EBV LMP1 NFkB | NOD2-RIPK2 inh | TWEAK-Fn14 inh | TRAIL sens C8 | SRC1 inh | NCOA3 inh | COUP-TFII inh | SRC2 inh | TLR9-MyD88 inh |
| --- | --- | --- | --- | --- | --- | --- | --- | --- | --- | --- | --- |
| O=C(NCc1ccc2c(c1)OCO2)c1cccc(Cl)c1 | -19.8 | -14.9 | 21.4 | 1.5 | -22.3 | -1.9 | -18.6 | -28.5 | -10.6 | -13.1 | 1.2 |
| CCNC(=S)N1CCC(C(=O)c2ccc(Cl)cc2)CC1 | -13.6 | -3.2 | -13.7 | -21.9 | -1.8 | -1.8 | -9.8 | -1.0 | -6.7 | 0.6 | 5.7 |

Continued:
SMILES | LRH-1 inv ag | TROY NFkB inh | EBV LMP1 NFkB | NOD2-RIPK2 inh | TWEAK-Fn14 inh | TRAIL sens C8 | SRC1 inh | NCOA3 inh | COUP-TFII inh | SRC2 inh | TLR9-MyD88 inh
Cc1onc(-c2c(F)cccc2Cl)c1C(=O)NCc1ccc(F)cc1 | -19.7 | 3.5 | 5.5 | 2.6 | -2.5 | -1.3 | 1.4 | 4.8 | 1.2 | -25.7 | -1.2
CCCCS(=O)CC(COc1ccc(Cl)cc1)OC(=O)c1ccccc1 (configuration not stated) | 7.7 | 11.9 | -7.6 | -4.5 | 10.8 | 13.8 | 4.1 | -1.8 | 7.4 | 3.0 | 0.1
CC(C)C(=O)N1CCN(c2ccc(NC(=O)c3cccs3)cc2Cl)CC1 | 0.2 | 15.7 | 4.1 | 2.6 | -9.8 | 11.0 | -16.8 | -9.4 | 17.6 | -10.2 | 5.2
Cc1ccn2cc(-c3cccc(S(=O)(=O)N4CCCCC4)c3)nc2c1 | 8.5 | -27.8 | 5.8 | 1.7 | 4.7 | 7.5 | 8.4 | -13.8 | 6.0 | 6.8 | -12.3
CC(=O)Nc1ccc(NC(=O)C(C)OC(=O)[C@@H]2CCCN2C(=O)c2cccs2)cc1 (some centres not stated) | -4.5 | -17.3 | -2.1 | 10.8 | 4.1 | -10.9 | -15.9 | 5.8 | 14.1 | -45.3 | 3.5
O=[N+]([O-])c1ccc(-c2csc(COc3ccccc3)n2)cc1 | 10.2 | -18.2 | -17.0 | -0.4 | -34.2 | -18.1 | -18.7 | 4.2 | 3.6 | 1.3 | 4.9
CCOC(=O)C1CCN(S(=O)(=O)c2cc(Br)cc3c2N(C(=O)C2CC2)CC3)CC1 | 8.1 | -6.5 | 3.5 | -1.5 | -10.7 | 0.5 | 5.8 | -3.2 | -5.2 | -8.7 | -4.6
Cc1ccc(NCCC(=O)c2cccs2)cc1Cl | -49.0 | -44.4 | -25.7 | 1.3 | 8.7 | -2.6 | -61.0 | -59.6 | -27.9 | -61.8 | 4.0
COc1ccc(S(=O)(=O)N2CCOCC2)cc1NC(=O)CSc1n[nH]c(C(C)C)n1 | -2.9 | -26.5 | 10.4 | -9.9 | -8.5 | -0.9 | 1.1 | 2.1 | -14.6 | -7.6 | 5.4
COC(=O)c1ccc(N2C(=O)CC(SCC(=O)Nc3ccc(OC)cc3)C2=O)cc1 (configuration not stated) | -6.7 | 9.2 | -5.2 | -10.1 | -2.8 | 2.4 | 8.8 | 14.1 | 13.8 | 3.6 | 13.3
Cc1ccc(O)c(NC(=O)c2cc([N+](=O)[O-])ccc2Cl)c1 | 29.3 | -8.4 | -2.1 | 5.5 | -10.7 | 2.4 | -8.6 | 13.1 | -19.1 | 43.3 | -4.0
CCOC(=O)c1sc(=NC(=O)c2cccs2)n(C)c1C | -82.2 | -33.7 | -29.6 | -9.7 | 29.7 | 38.3 | -108.8 | -55.2 | -24.9 | -25.0 | -3.6
CC1CCCCC1NC(=O)COC(=O)c1ccccc1NC(=O)c1ccco1 (configuration not stated) | 0.7 | -6.9 | 3.0 | 0.7 | -8.6 | 1.9 | 0.9 | 14.2 | -8.2 | -5.8 | 3.6
COCCN(CCOC)C(=O)c1ccc(NS(=O)(=O)c2ccc3[nH]c(=O)[nH]c3c2)cc1 | 6.4 | 12.8 | 0.8 | -2.0 | 2.0 | -6.9 | -0.8 | 7.5 | 0.5 | -5.2 | -10.8
O=C(C1CC(=O)N(c2ccc(F)cc2)C1)N1CCOCC1 (configuration not stated) | -0.7 | -2.7 | -4.4 | 0.1 | 24.8 | -10.2 | -18.3 | -11.0 | -11.6 | -8.4 | -5.4
CCCCn1c(N)c(N(CC(C)C)C(=O)C2CCN(S(=O)(=O)c3ccc(Cl)cc3)CC2)c(=O)[nH]c1=O | -37.6 | -5.5 | -18.6 | -6.2 | 1.9 | 2.9 | -15.2 | 13.5 | -32.6 | 13.7 | 1.1
COc1ccc(OC)c(-c2cc(C(=O)NCc3ccco3)no2)c1 | 18.1 | -11.5 | -23.1 | 1.1 | -17.0 | -1.9 | -1.4 | 1.4 | 10.8 | -18.0 | 3.0
CN(C(=O)CS(=O)(=O)Cc1ccccc1Cl)c1ccccc1 | 0.3 | -9.1 | 0.0 | -11.6 | 4.8 | 3.6 | 8.1 | -17.1 | 21.1 | -9.5 | -9.9
CCOc1ccc(NC(=O)C2CCCN(S(C)(=O)=O)C2)cc1 (configuration not stated) | 5.5 | 0.6 | -0.8 | -3.3 | -6.9 | 2.7 | 9.1 | -0.5 | 8.1 | -12.6 | 11.9
CCCCn1c(N)c(N(CCOC)C(=O)C2CCN(C(=O)c3ccccc3C)CC2)c(=O)[nH]c1=O | -6.1 | -21.4 | -3.0 | 1.7 | -4.0 | 1.8 | 3.0 | 6.7 | 4.8 | -8.5 | -1.3
Cc1nc(NC(=O)COC(=O)c2ccc(CO)cc2)c(Cl)cc1Cl | 10.0 | 9.7 | 0.3 | 10.4 | 6.7 | 1.3 | -7.5 | 0.7 | 1.2 | 12.8 | -6.5
COc1ccc(NC(=O)CNC(=O)N2CC(=O)Nc3ccccc32)cc1OC | 0.2 | -3.1 | 2.8 | -8.7 | -16.4 | -10.1 | 0.1 | 11.7 | -9.0 | -6.5 | -16.9
CCN(Cc1ccccc1)C(=S)NC(=O)c1ccccc1Br | 16.9 | 0.4 | -1.4 | -20.5 | 3.3 | -12.5 | -4.0 | 16.1 | -20.7 | -9.0 | 5.2
CC(C)OC(=O)c1ccc2nc3ccccc3nc2c1 | -124.8 | -44.1 | -21.5 | 6.5 | 29.5 | 33.0 | -131.2 | -105.1 | -29.8 | -46.8 | 3.3
O=C(C1=C[C@H](c2ccc3c(c2)OCO3)C[C@H](OCCCCO)O1)N1CCOCC1 | 1.0 | 11.7 | -2.9 | -6.2 | -7.6 | -1.0 | -46.9 | -25.8 | 4.7 | -1.3 | 4.0
Cc1[nH]c2ccccc2c1C(=O)COC(=O)c1nccnc1N | -19.4 | -36.6 | -12.2 | -16.5 | -33.6 | -0.7 | -21.4 | -15.2 | -24.5 | -15.3 | 4.0
CSc1nc(N2CCN(c3ccccc3Cl)CC2)c2ccccc2n1 | 10.8 | -27.5 | 19.8 | -5.9 | -18.6 | 8.8 | 8.1 | 19.5 | 9.8 | 1.6 | -0.4
CCOC(=O)CCCN1CC(O)=C(c2nc(-c3ccc(Cl)cc3)cs2)C1=N | 4.0 | -1.1 | 0.6 | 2.3 | -10.0 | 4.6 | -14.6 | 15.1 | 8.2 | -8.0 | -8.2
COc1ccccc1N1CCN(/N=C/C=C/c2ccccc2[N+](=O)[O-])CC1 | -2.0 | -0.8 | 3.5 | -4.6 | 7.0 | 2.0 | -5.6 | 1.7 | -19.4 | -20.9 | -8.9
COc1ccc(N2CCN(CC(O)COc3ccc(C)cc3C)CC2)cc1 (configuration not stated) | -11.0 | 18.2 | 11.2 | 8.5 | 7.6 | 9.1 | -5.7 | -4.6 | -5.4 | -14.6 | -13.2
COc1ccc(NC(=O)C2CCCN2S(=O)(=O)c2cccc3nsnc23)c(OC)c1 (configuration not stated) | -1.1 | 3.0 | 3.3 | -15.3 | 70.4* | 7.2 | 8.9 | -3.9 | x | x | -0.6
COc1ccc(N2CCN(C(=O)c3ccc(-c4ccccc4)cc3)CC2)cc1 | 2.5 | 6.7 | 0.2 | -1.4 | 7.7 | -24.6 | -5.3 | -3.7 | -7.2 | -20.2 | -10.7
CC(C)N(C)Cc1nnnn1CC(=O)NCc1cc(F)cc(C(F)(F)F)c1 | 2.6 | -7.4 | 3.7 | -5.2 | 0.5 | -7.0 | -5.0 | 7.9 | -5.3 | 9.2 | -5.6
Cc1cc(C)c(NC(=O)CSc2ccc3nnc(CCNC(=O)c4ccccc4)n3n2)c(C)c1 | -18.8 | -3.9 | 4.1 | 0.4 | -0.5 | -7.0 | -4.8 | 8.1 | 5.9 | -14.6 | -6.4
CC(C)C(C(=O)NC(C)(C)C)N1C(=O)c2ccccc2C1=O (configuration not stated) | 11.1 | -17.0 | -4.6 | 2.1 | -0.5 | -17.2 | -2.9 | 0.7 | 5.3 | 8.5 | -4.3
O=C(Nc1cc(Cl)c(Cl)cc1Cl)c1cccnc1 | -3.7 | -12.4 | -31.8 | 3.9 | -25.9 | 5.3 | -12.1 | -14.7 | -2.3 | 4.5 | 12.1

These rows are one share of the data (hit frequency here may not be typical).
